# Bioassay records as filed in PubChem.
# S1P1 ag pot – S1P1 agonists and agonism potentiators, primary screen, cell-based, primary and confirmation screens, CRE-bla reporter. Sphingosine 1-phosphate receptor 1 (Homo sapiens), P21453. S1P1 CRE-bla cells, forskolin, beta-lactamase FRET, potentiator mode; S1P1 agonist co-added at EC20, 2 nM; 100% = saturating reference agonist, 0% = basal. activation, % at 9.5 µM. hit rate 0.57% among 56,000;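 active = activation above a cutoff set at the mean activation of all tested compounds plus 3 SD, cut at about 54% in these data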;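 also: forskolin at 4 µM as EC80 and the EC20 agonist is SEW2871; 100% = SEW2871 at its EC100 plus forskolin at EC80; some compounds past the cut are filed as inactive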
# Target sequence (P21453 whole entry, looked up): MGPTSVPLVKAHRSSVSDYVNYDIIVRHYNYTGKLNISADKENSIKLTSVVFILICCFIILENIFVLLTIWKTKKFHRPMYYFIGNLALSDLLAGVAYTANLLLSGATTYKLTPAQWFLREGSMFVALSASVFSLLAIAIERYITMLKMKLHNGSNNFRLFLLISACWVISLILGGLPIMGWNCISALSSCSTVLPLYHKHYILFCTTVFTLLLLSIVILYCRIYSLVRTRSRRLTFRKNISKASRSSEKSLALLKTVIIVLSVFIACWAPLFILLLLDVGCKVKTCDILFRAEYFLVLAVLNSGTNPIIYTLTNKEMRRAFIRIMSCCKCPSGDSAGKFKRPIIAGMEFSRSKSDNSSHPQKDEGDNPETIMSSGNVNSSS
# M1 antagonist – antagonists of rat M1 muscarinic receptor; CHO-M1 cells, Fluo-4 calcium, ACh EC80 antagonist mode; stronger effect = lower value; B-score at 10 µM; hit rate 3.4% among 64,000;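 active = calcium fluorescence response, raw or row-and-column corrected B-score, differing from the plate sample mean either way at a set confidence level, mostly lower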
# 5HT1a ag – human 5-HT1a receptor agonists, primary screen, cell-based, CHO, Ga15 NFAT-bla reporter | 5-hydroxytryptamine receptor 1A (Homo sapiens), P08908 | CHO 5-HT1a Ga15 NFAT-bla reporter, FRET ratio; 0% basal, 100% maximal reference agonist | activation, % at 10 µM | hit rate 0.56% among 65,000 | AID 567, 2006;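 active = activation above the screen-wide mean activation plus 3 SD, cut at about 19% in these data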;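 also: 0% = DMSO wells and 100% = 5-CT at EC100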
# 5-HT1A blocker – human 5-HT1a receptor antagonists, primary screen, cell-based, CHO, Ga15 NFAT-bla reporter; CHO 5-HT1a Ga15 NFAT-bla reporter, antagonist mode; inhibition, % at 10 µM; 5-hydroxytryptamine receptor 1A (Homo sapiens), P08908; AID 612, 2007; hit rate 0.68% among 62,000;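 active = inhibition above the mean of all tested compounds plus 3 SD, cut at about 43% in these data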;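 also: receptor stimulated by 5-CT agonist at 100 nM near EC80; beta-lactamase reporter measured by ratiometric fluorescence of a cleavable substrate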
# 5HT1E ag – 5-HT1E receptor agonists, primary screen, cell-based, HTS; activation, % at 6 µM; CHO 5-HT1E Ga15 NFAT-bla reporter, FRET; 0% DMSO wells, 100% control agonist wells; hit rate 0.69% among 65,000; 5-hydroxytryptamine receptor 1E (Homo sapiens), P28566;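 active = activation above a set limit, the screen-wide mean activation plus 3 SD, cut at about 8.5% in these data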;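 also: 100% = positive control agonist at 1 µM giving full maximal response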
# M1 agonist – M1 muscarinic receptor agonists, primary screen, CHO-M1 cells, Fluo-4 calcium, agonist mode; Fluo-4 calcium fluorescence; stronger effect = higher value; B-score at 10 µM; Muscarinic acetylcholine receptor M1; hit rate 3% among 64,000; AID 626, 2007;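 active = fluorescence rise, raw or as B-score row- and column-corrected plate score, outside the 99.7% band of its plate's samples, either direction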
# Jurkat tox 60K – cytotoxicity toward Jurkat T cells, primary screen, cytotoxicity control, cell-based, Jurkat E6.1, 60K MLSMR library; AID 463, 2006; hit rate 1.2% among 56,000; inhibition, % at 4 µM; Jurkat E6.1 viability, ATP luminescence, 48 h;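 active = inhibition above the mean inhibition of all tested compounds plus 3 SD, cut at about 28% in these data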
# S1P3 agonist – human S1P3 receptor agonists, primary screen, cell-based, primary and confirmation, NFAT-BLA reporter; activation, % at 4.5 µM; S1P3 NFAT-BLA reporter cells, agonism, FRET ratio; relative to 1 µM S1P, basal subtracted; hit rate 0.1% among 60,000;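 active = activation above the screen-wide mean plus 3 SD, cut at about 4.5% in these data, passing the limit was not always enough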; also: some compounds called inactive have numbers as strong as hits
# Target sequence (Q99500 whole entry, looked up): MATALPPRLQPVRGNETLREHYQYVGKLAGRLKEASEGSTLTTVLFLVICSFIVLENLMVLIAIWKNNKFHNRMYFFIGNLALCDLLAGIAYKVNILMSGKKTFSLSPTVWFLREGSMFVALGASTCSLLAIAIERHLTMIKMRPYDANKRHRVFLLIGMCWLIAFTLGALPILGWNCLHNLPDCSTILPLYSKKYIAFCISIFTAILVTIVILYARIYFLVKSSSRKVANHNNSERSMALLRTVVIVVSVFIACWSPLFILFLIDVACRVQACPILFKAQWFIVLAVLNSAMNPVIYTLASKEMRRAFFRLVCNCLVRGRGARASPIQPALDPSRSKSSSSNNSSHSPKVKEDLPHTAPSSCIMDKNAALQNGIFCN
#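 Benchmarks: high control 1 µM S1P / System: stable CHO line with human S1P3, Gα16, NFAT-BLA reporter / Dosing: single compound concentration, 4.5 µM final / Timing: 4 h compound at 37 °C, 2 h substrate at RT / Measured by: FRET β-lactamase substrate fluorescence, excitation 405 nm, 460/535 nm emission ratio, background-subtracted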
# 5HT1E antag – 5-HT1E receptor antagonists, primary screen, cell-based, HTS; AID 571, 2007; CHO 5-HT1E Ga15 NFAT-bla reporter, FRET, antagonist; 5-hydroxytryptamine receptor 1E (Homo sapiens), P28566; hit rate 0.99% among 65,000; inhibition, % at 6 µM;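 active = inhibition above a set limit, the mean inhibition across every tested compound plus 3 SD, cut at about 29% in these data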;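 also: signal is the 460 over 535 nm emission ratio of beta-lactamase substrate; 0% = agonist plus DMSO wells and 100% = wells without agonist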
# An asterisk follows results filed as active; x = not tested or not shown.
SMILES,S1P1 ag pot,M1 antagonist,5HT1a ag,5-HT1A blocker,5HT1E ag,M1 agonist,Jurkat tox 60K,S1P3 agonist,5HT1E antag
Cc1ccc2nc3n(c(=O)c2c1)CCC3,-5,0.011,-0.9,4,-0.8,0.29,-3,-1.2,-4
COc1ccccc1N1CCN(C(=O)c2ccccc2Oc2ccccc2)CC1,5,0.21,-1.8,16,0.0,1.1,-4,0.0,-2
Cc1ccc(C(=O)/C=C/Nc2cccc(O)c2)cc1,-1,-0.48,-1.5,x,0.1,-0.037,x,-4.0,15
Cc1ccc(C(=O)Nc2cccc(C(=O)NCc3ccccc3)c2)o1,15,-0.41,-0.7,7,0.5,3.1*,3,-1.1,17
CCC(c1nnc(SCC(=O)Nc2nnc(-c3ccccc3)o2)o1)N(C)C (configuration not stated),-1,-0.091,-3.2,-10,0.1,2.3,-3,-0.9,-1
CCNC(=O)C1CC(=O)N(Cc2ccc(F)cc2)C(=Nc2ccc(OC)cc2)S1 (configuration not stated),-16,1.3,-4.3,10,-1.7,-0.68,-3,-0.7,2
Nc1nc(-c2cccc(NS(=O)(=O)c3ccccc3)c2)cs1,-2,1.3,-0.5,11,-0.8,-0.081,2,-0.5,13
N/C(=N/O)c1nc(N2CCCCC2)nc(N2CCCCC2)n1,-7,-1.3,-0.1,10,0.6,0.84,7,-0.5,22
COc1ccc(CN2CCC(C(=O)N3CCN(c4ccccc4F)CC3)CC2)cc1OC,-22,x,0.3,2,-0.2,x,-5,-2.4,-9
Cc1nc2ncnn2c(C)c1CCC(=O)Oc1ccccc1,-22,0.16,0.2,-8,0.4,-0.22,4,-0.2,-2
CCOc1ccccc1N1CCN(Cc2cccc(OC)c2OC)CC1,-9,-0.22,-4.0,58*,0.9,-0.024,6,-2.1,13
Cc1ccc(-c2nc3ccccc3n3nnnc23)cc1,4,0.15,-3.0,12,-0.8,-0.11,6,-1.6,1
COc1ccc2c(C(F)(F)F)cc(=O)oc2c1C,-23,0.086,0.8,-12,0.1,-0.25,-12,-0.4,-4
COC(=O)c1sccc1NC(=O)Cn1cnc2c1c(=O)n(C)c(=O)n2C,x,-0.038,-0.3,11,-0.8,-0.8,-2,-0.7,0
CCN(CCCNC(=O)C1CCC(=O)N1Cc1ccc(F)cc1)c1cccc(C)c1 (configuration not stated),1,0.16,0.2,6,-0.5,0.95,2,-0.8,-1
CCOc1ccc(NCC2CCOC(C)(C)C2)cc1 (configuration not stated),x,0.44,2.2,2,0.3,1.1,x,x,4
FC(F)(F)c1cc(-c2ccccc2)nc(NCC2CCCO2)n1 (configuration not stated),x,-0.22,-1.0,-8,-1.3,1.5,x,x,3
O=C(CSc1nnc2scc(-c3ccccc3)n12)Nc1nsc(-c2ccc(Cl)cc2)n1,x,-0.64,-1.5,4,-0.3,-0.39,4,-0.3,11
Cc1ccc(OCC(=O)Nc2cccc(-c3nnc(-c4ccccc4)o3)c2)cc1,-4,0.082,0.3,-8,-0.3,0.17,-4,-1.0,-7
CCc1ccc2nc(NC3=NCN(CCOC)CN3)nc(C)c2c1,-3,0.035,-0.6,4,0.9,-0.25,7,-0.4,-12
CCN(CCCNC(=O)c1cn(CC)c2ccc(S(=O)(=O)N(C)C)cc2c1=O)c1cccc(C)c1,-10,-0.54,1.3,13,1.1,0.14,4,-1.1,1
Cc1csc(NC(=O)CSc2nnc(-c3ccccn3)n2-c2ccc(C)c(C)c2)n1,-14,0.95,3.8,6,-0.2,0.51,1,-0.6,2
Cc1ccc(-c2nc3ccccc3[nH]2)cc1NC(=O)c1ccco1,-19,0.56,-0.5,-1,-0.8,-0.42,5,-1.8,11
N#Cc1c(N)sc(=S)c2c1CCN(Cc1ccccc1)C2,0,-1.6,-2.7,-1,-0.4,-0.63,2,0.5,3
Cc1ccc(CSC2=Nc3ccccc3C3=NC(CC(=O)NCc4ccco4)C(=O)N23)cc1 (configuration not stated),-7,x,-0.8,-6,-0.1,x,6,-0.3,-6
# The list goes on.
SMILES,S1P1 ag pot,M1 antagonist,5HT1a ag,5-HT1A blocker,5HT1E ag,M1 agonist,Jurkat tox 60K,S1P3 agonist,5HT1E antag
O=C(CCCOc1ccccc1)n1nnc2ccccc21,-17,1.3,-4.3,-10,-1.2,0.91,2,-0.9,-1
CC1(C)CC(=O)C(C=NCCN2CCN(C(=O)CC3CCCC3)CC2)=C(O)C1,-4,0.34,-1.4,2,-0.5,0.025,-6,-0.8,6
CCOc1ccc(OCc2ccc(C(=O)NCC3CCCO3)o2)cc1 (configuration not stated),x,-0.22,1.9,-3,0.1,-0.0091,-6,-0.8,-2
COc1ccc(CN2C(=O)[C@@H]3C(c4ccccc4Cl)=NO[C@@H]3C2=O)cc1,-18,0.22,-4.5,2,-0.5,-0.5,-2,-0.7,-4
CCOC(=O)C1CCN(C(c2cc3ccc(C)cc3[nH]c2=O)c2nnnn2C2CCCCC2)CC1 (configuration not stated),-13,0.17,0.6,0,0.7,0.52,-2,-0.5,-4
COC(=O)C1=C(C)N(c2cccc(C(C)=O)c2)C(=O)C1,-10,-0.034,-0.9,7,-0.9,0.42,3,-0.4,-5
CCCN(CCC)CCCNC(=O)CC1Nc2ccccc2NC1=O (configuration not stated),6,-0.11,-3.9,6,-0.9,-0.53,8,97,10
Cc1ccc(S(=O)(=O)n2nc(OC(=O)c3cccs3)cc2N)cc1,9,-0.076,-1.9,-3,-1.1,-0.033,0,-0.2,2
Cc1ccc(-n2c(SCC(=O)OC(C)C)nnc2-c2ccncc2)cc1,-6,0.29,0.6,-1,-0.4,-1,-4,0.4,4
CCOC(=O)c1cc2c(=O)[nH]ccc2nc1C,-32,0.47,-0.8,3,-1.4,-0.54,-5,0.0,0
CCOc1cc(Br)c(C(=O)O)cc1OCC,-39,0.096,-1.9,-8,0.5,0.73,5,0.7,-2
COC(=O)COc1ccc2oc(=O)cc(C)c2c1,-3,0.29,-2.7,12,0.4,0.14,-4,0.4,2
Cn1c(Cn2c(=O)sc3ccccc32)nnc1SCC(=O)NCC1CCCO1 (configuration not stated),-9,-0.29,-2.5,5,-0.4,0.24,-5,0.1,-4
CCOC(=O)c1[nH]c(COC(=O)CCCOc2ccccc2)c(C(=O)OCC)c1C,-2,0.055,2.0,-15,0.4,1.8,-3,0.4,2
COc1cccc(/C=C2\N=C(SC)SC2=O)c1OC,12,-0.012,-2.4,-11,-0.2,0.0028,-16,-0.4,-2
CN1C(=O)c2cccc(NC(=O)CCc3ccccc3)c2C1=O,-7,1.5,-2.5,-4,2.0,-0.062,3,-1.3,14
Cc1cc(=O)n(C)c(=O)n1CCCNc1ccccc1,-15,-0.096,-1.7,-10,-0.1,-1.9,6,-0.2,1
COc1ccc(CNC2CC(=O)N(C)C2=O)cc1 (configuration not stated),10,0.22,-6.3,-8,0.3,3.4*,0,-1.1,-5
COCCNC(=O)c1cc(-c2cccs2)on1,-34,0.12,-1.3,23,-0.6,-0.0029,10,-2.5,9
COc1cc(CN2CCC(C(=O)NC3CCCC3)CC2)cc(OC)c1O,-6,-0.83,-0.6,-2,-0.3,0.058,-2,-0.6,-6
O=C(NC1CCCCC1)N(CCN1CCCC1)Cc1cc2cc3c(cc2[nH]c1=O)OCCO3,-23,2.5,-2.9,2,-0.7,-0.7,-4,0.2,-2
CCOc1ccccc1N(CC(=O)Nc1ccccc1C(=O)NCc1ccco1)S(C)(=O)=O,-2,0.58,-0.2,6,-0.7,-1.5,6,-0.7,4
CCN1CCN(c2ncnc3sc(C(=O)Nc4ccccc4F)c(C)c23)CC1,-18,-0.84,-0.6,2,2.3,0.83,4,-0.1,6
O=C(Nc1ccc(F)cc1)N1CCOCC1,-8,1.1,-1.1,-2,-1.6,0.094,-6,-0.9,7
CCOc1ccc(-n2c(SC(C)C)nc3c(c2=O)SCC3)cc1,x,0,1.9,3,-0.1,-0.026,x,x,2
# More results follow:
SMILES,S1P1 ag pot,M1 antagonist,5HT1a ag,5-HT1A blocker,5HT1E ag,M1 agonist,Jurkat tox 60K,S1P3 agonist,5HT1E antag
Cn1c(=O)c2c(nc(N3CCCCCC3)n2CC(=O)c2ccccc2)n(C)c1=O,13,-0.25,-0.6,5,0.2,0.047,1,-0.4,6
N#Cc1nc(-c2ccco2)oc1NCCCN1CCOCC1,-8,-0.025,-2.1,7,-0.2,0.0064,3,-0.1,4
CCOc1ccc2nc(NCCNC(=O)C(C)C)c(C)cc2c1,-9,0.75,-0.5,-3,-0.4,-0.64,-2,-0.5,-7
Cc1cc(N2CCCCCC2)nc(-c2ccccc2O)n1,8,0.19,1.8,27,-0.5,0.21,3,-1.9,0
C(=N\n1cnnc1SCc1ccccc1)/c1ccco1,-10,0.23,-2.7,14,-0.5,-0.86,1,-1.2,-1
Oc1c(C(c2cccs2)N2CCOCC2)sc2ncnn12 (configuration not stated),-32,0.14,-2.2,8,2.1,0.51,0,0.0,2
Cc1cc(C)c2c(c1)c(C)cc1nnc(SCC(=O)NCc3ccco3)n12,-4,-0.57,-1.1,-10,-0.5,2.3,6,-0.8,-6
C/C(NC(=O)c1ccccc1F)=C1\C(=O)C[C@@H]2[C@H]1C2(C)C,-20,-1.7,-3.4,x,0.5,1.4,x,-1.7,12
O=C(COc1ccc(F)cc1)NC1CC1,-12,-0.25,-2.3,-6,0.2,-0.051,0,-0.6,-1
CC(C)Cc1cc(C(=O)NCc2cccs2)no1,-14,-0.6,-2.2,-1,1.2,1,-7,-1.1,0
Cc1cc(C)n(-c2ccc(C(=O)OCc3nnc(-c4ccccc4)o3)cc2)n1,x,-0.041,-2.2,-14,1.3,-0.031,x,x,-11
O=C(CN1CCN(CCOCCO)CC1)N1c2ccccc2Sc2ccc(Cl)cc21,-18,-17*,0.1,7,0.0,-0.34,6,-1.4,0
COc1ccc(CC(=O)Nc2ccc(-c3nnc(-c4ccccc4)o3)cc2)cc1OC,-24,1.9,1.1,6,0.3,-0.47,-5,-0.8,20
CC(=O)Nc1ccc(S(=O)(=O)N2CCN(c3nc(NC4CCCC4)c4ccccc4n3)CC2)cc1,-8,-2.8*,2.2,-15,0.3,0.17,2,-0.8,-10
CCOC(=O)N1CCN(C(=O)c2ccc(NS(C)(=O)=O)cc2)CC1,-4,-0.35,-0.5,-12,-0.7,0.16,-4,-0.1,0
Cc1ccc(CNC(=O)CCCn2c(=O)c3ccccc3n(CC(=O)NCc3ccco3)c2=O)cc1,-10,-0.24,-1.3,0,0.2,0.21,-3,-2.0,5
COc1ccc(N2CCN(C(CNS(=O)(=O)c3cc(F)ccc3F)c3cccnc3)CC2)cc1 (configuration not stated),x,0.28,-0.5,6,-1.4,-0.12,x,x,8
